# Screening data (PubChem)
# rCAG binder – binders of r(CAG) RNA repeats, primary screen, biochemical, fluorescence. r(CAG) RNA repeat, TO-PRO-1 dye displacement fluorescence. 370,000 compounds, 1.3% hits. AID 651821, 2012. inhibition, % at 3 µM;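 active = inhibition above the plate cutoff, the mean of all test compounds on that plate plus 3 SD, cut at about 35% in these data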;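 note: 0% = DMSO alone and 100% = 100 µM mitoxantrone as full dye displacement; higher means more dye released from RNA so lower well fluorescence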
# HTRA1 inhibitor – HTRA1 serine protease inhibitors, primary screen, biochemical, fluorescence polarization, HTS | Q92743 | recombinant HTRA1, FP-rhodamine activity-based probe | inhibition, % at 5.96 µM | 340,000 compounds, 0.5% hits | AID 504803, 2011; in the data active = inhibition above about 36%;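 note: 0% = enzyme with DMSO and 100% = wells lacking enzyme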
# UHRF1 binding – UHRF1 methylated DNA binding inhibitors, primary screen, counter-screen for MBD2 inhibitor project, biochemical, TR-FRET, human UHRF1, single concentration | E3 ubiquitin-protein ligase UHRF1 (Homo sapiens), Q96T88 | UHRF1 binding to methylated oligo | inhibition, % at 4.4 µM | 370,000 compounds, 0.75% hits | AID 687016, 2013; in the data active = inhibition above about 21%;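 note: UHRF1 SRA domain binding a hemimethylated CpG hairpin DNA probe; 0% = median of test compound wells and 100% = reference inhibitor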
# SIAE inh – human SIAE inhibitors, primary screen, biochemical, fluorescence polarization, FP-Rh probe, 1536-well HTS; 370,000 compounds, 0.69% hits; SIAE FP-Rh probe binding; inhibition, % at 9.66 µM; Sialate O-acetylesterase (Homo sapiens), Q9HAT2;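 active = inhibition above a cutoff: mean of compounds within the control limits plus 3 SD of those, cut at about 17% in these data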;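 note: 0% = plate median of compound wells and 100% = probe without SIAE protein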
# GC-A act – GC-A stimulated cGMP production enhancers – HEK293 GC-A cells, cGMP TR-FRET, EC30 ANP, primary screen; 0% at EC30 ANP, 100% saturating ANP; activation, % at 10 µM; 370,000 compounds, 0.14% hits; AID 1671463, 2021; in the data active = activation above about 40%
# Target sequence (P16066 whole entry, looked up): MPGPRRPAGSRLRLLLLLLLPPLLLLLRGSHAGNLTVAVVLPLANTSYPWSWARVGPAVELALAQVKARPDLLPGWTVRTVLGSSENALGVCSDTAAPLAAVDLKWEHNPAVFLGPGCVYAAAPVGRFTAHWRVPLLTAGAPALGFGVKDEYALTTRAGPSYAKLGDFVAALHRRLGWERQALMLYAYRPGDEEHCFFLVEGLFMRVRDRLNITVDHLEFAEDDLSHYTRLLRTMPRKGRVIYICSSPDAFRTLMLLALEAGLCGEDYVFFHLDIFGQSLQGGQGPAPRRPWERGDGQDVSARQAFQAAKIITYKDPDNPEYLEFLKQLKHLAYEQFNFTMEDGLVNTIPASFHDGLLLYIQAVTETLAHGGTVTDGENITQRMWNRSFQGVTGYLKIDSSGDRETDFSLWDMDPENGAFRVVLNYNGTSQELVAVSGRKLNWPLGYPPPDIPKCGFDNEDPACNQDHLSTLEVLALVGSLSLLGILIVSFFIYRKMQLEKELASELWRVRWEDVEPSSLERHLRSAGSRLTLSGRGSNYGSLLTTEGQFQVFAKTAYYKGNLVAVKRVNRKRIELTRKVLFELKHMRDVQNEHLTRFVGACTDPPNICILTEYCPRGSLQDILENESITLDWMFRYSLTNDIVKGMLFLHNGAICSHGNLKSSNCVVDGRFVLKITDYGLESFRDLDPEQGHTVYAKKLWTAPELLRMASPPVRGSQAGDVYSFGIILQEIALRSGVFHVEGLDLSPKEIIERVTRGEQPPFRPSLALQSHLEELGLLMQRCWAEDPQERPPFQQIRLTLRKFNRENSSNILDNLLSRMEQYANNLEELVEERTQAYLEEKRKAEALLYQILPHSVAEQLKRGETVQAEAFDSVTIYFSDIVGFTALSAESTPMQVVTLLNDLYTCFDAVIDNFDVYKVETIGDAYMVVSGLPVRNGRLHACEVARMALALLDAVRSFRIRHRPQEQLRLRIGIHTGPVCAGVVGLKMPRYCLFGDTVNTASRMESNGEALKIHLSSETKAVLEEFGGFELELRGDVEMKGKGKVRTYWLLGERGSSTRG
# ABHD4 inh – ABHD4 inhibitors, primary screen, biochemical, fluorescence polarization, mouse. (Lyso)-N-acylphosphatidylethanolamine lipase (Mus musculus), Q8VD66. purified mABHD4, FP-Rh probe fluorescence polarization. inhibition, % at 8.92 µM. 370,000 compounds, 0.54% hits. AID 720543, 2013;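 active = inhibition exceeding the mean over every tested compound plus 3 SD, cut at about 30% in these data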;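 note: 0% = plate median of compound wells and 100% = S159A mutant with DMSO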
#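 Assay system: Wild-type mouse ABHD4 protein | Medium: HEPES pH 7.0 buffer, 150 mM NaCl, 0.01% Pluronic F-127 | Incubation: Enzyme–compound pre-incubation 45 min, then probe 60 min, both 25 °C | Technique: Fluorescence polarization with parallel and perpendicular emission, 525/598 nm | Evaluation: % inhibition of FP-Rh probe binding versus controls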
# TCR CD3 inh – inhibitors of human TCR-CD3 interaction, primary screen, biochemical, fluorescence, TAMRA-labeled TCR probe; T-cell receptor (TCR); inhibition, % at 9.4 µM; 360,000 compounds, 0.37% hits; AID 651800, 2012; in the data active = inhibition above about 19%;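 note: recombinant mutant TCR 2C K166C tagged with TAMRA read by polarization; 0% = receptor in buffer alone and 100% = receptor with positive control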
# MBD2 inh – inhibitors of MBD2 binding to methylated DNA, primary screen, biochemical, TR-FRET, DNA-binding domain, human. inhibition, % at 4.4 µM. 370,000 compounds, 0.31% hits. MBD2 binding to methylated oligonucleotide; in the data active = inhibition above about 13%
# GC-B act – human GC-B receptor activators, primary screen, HEK293 GC-B cells, cGMP TR-FRET, EC30 CNP. activation, % at 10 µM. Atrial natriuretic peptide receptor 2 (Homo sapiens), P20594. 0% at EC30 CNP, 100% saturating CNP. 370,000 compounds, 0.11% hits;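 active = activation at 10 µM reaching about 35% in either raw or pattern-adjusted values, limit read from the data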
# PRMT1 FP inh – PRMT1 methyltransferase inhibitors, primary screen, biochemical, fluorescence polarization. Protein arginine N-methyltransferase 1 (Homo sapiens), Q99873. recombinant PRMT1, activity-based probe fluorescence polarization. inhibition, % at 2.79 µM. 370,000 compounds, 1.3% hits. AID 652257, 2013;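 active = inhibition above about 21% made by adding two undisclosed values, limit read from the data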
# Active calls of the source: *; . = not tested or not shown; & = joins results of further samples. The list is partial, so the mix of outcomes need not match the whole.
SMILES,rCAG binder,HTRA1 inhibitor,UHRF1 binding,SIAE inh,GC-A act,ABHD4 inh,TCR CD3 inh,MBD2 inh,GC-B act,PRMT1 FP inh
CC1CCCCC12NC(=O)N(CC(=O)N1CCN(S(=O)(=O)c3ccc4c(c3)CCC4)CC1)C2=O (stereo unspecified),-2,2,2,5,1,-4,-3,0,-1,1
CCOC(=O)C1=CCN(S(=O)(=O)c2cccc(Cl)c2)C1c1cccc(Cl)c1 (stereo unspecified),2,.,-5,1,-6,-10,10,-6,1,0
Cc1c(C(=O)NCc2cccnc2)oc2ccc(S(=O)(=O)N3CCCCCC3)cc12,-2,8,0,-1,1,-2,4,2,-1,-2
COc1ccc(S(=O)(=O)N(C)C)cc1NC(=O)CSc1nncs1,3,1,4,1,1,0,-4,3,4,3
O=C(COC(=O)Cc1cccc(C(F)(F)F)c1)NC1CCS(=O)(=O)C1 (stereo unspecified),2,2,2,-4,5,-1,-5,-3,-1,0
Cc1c(C(=O)N2CCCCCC2)c(S(=O)(=O)Nc2ccc(F)cc2)c(C)n1C,-3,0,-2,0,1,-2,-4,2,2,1
Cc1cc(C)cc(-n2c(C)c3c(C)nnc(C)c3c2C)c1,1,40*,-2,4,-8,-6,5,-2,-3,2
O=C(NC1CC1)c1cc2c(s1)CS(=O)(=O)C2,2,0,-1,2,3,1,-6,0,4,1
CCOC(=O)C1CCC(=O)C1 (stereo unspecified),0,4,2,-1,0,3,-1,2,4,-1
O=C(N/N=C(\c1ccccc1)c1cccnc1)c1cccc(F)c1,-6,6,3,-2,4,5,0,3,5,2
O=C(Cn1ccc(NC(=O)OCc2ccccc2)nc1=O)NCc1nc2ccccc2[nH]1,2,-5,-3,-1,1,2,6,4,-2,-1
Cc1ccc(C(=O)C2CCOC(C)(C)C2)cc1 (stereo unspecified),-3,5,0,-5,1,2,4,0,7,-1
CC1CCOC2(O1)C(=O)N(CN1CCN(c3cccc(Cl)c3)CC1)c1ccccc12 (stereo unspecified),6,0,7,-1,2,-13,8,3,7,3
O=C(NCC1(O)CCCCC1)C1CCC(=O)N(Cc2ccccc2F)C1 (stereo unspecified),-5,6,1,-4,6,1,6,2,-1,5
Cc1ccccc1S(=O)(=O)Cc1ccc(C(=O)NCCCOC(C)C)o1,1,7,-1,5,-2,-1,-10,-3,0,-1
CCCCOCCCNC(=O)N[C@@H](CCSC)C(=O)OC,1,-1,-3,6,0,1,6,-7,6,1
O=C1CC(c2ccccc2)CC2=C1CN(C1CCCCC1)CN2 (stereo unspecified),-1,2,-3,-11,3,3,12,0,8,-2
O=C(N/N=C/c1ccccn1)C12CC3CC(CC(C3)C1)C2,-2,-1,5,-1,1,-1,-4,-3,6,1
COc1ccc(C(C(=O)NC2CCCCC2)N(C(=O)c2ccco2)c2ccccc2C(C)=O)cc1OC (stereo unspecified),2,7,0,3,-4,4,1,2,-3,0
O=C1CCCC(=O)N1c1ccc(N2CCN(c3ccccc3)CC2)c([N+](=O)[O-])c1,1,-2,-4,-1,1,1,3,1,-3,0
COc1ccccc1NC(=O)CN1CCN(CC(=O)Nc2ccc(C)c(F)c2)CC1,0,0,-3,5,-1,-2,3,-8,-1,-4
CC(C)CNC(=O)c1cccc(NC(=O)C2CCCO2)c1 (stereo unspecified),2,6,1,-4,0,2,-1,2,3,-3
CCOc1ccc(C)cc1S(=O)(=O)NC1CCCCCC1,-6,-15,0,-6,-5,2,8,0,-5,0
CCn1nc(NC(=O)c2ccncc2)c2cc3ccccc3nc21,0,-15,-3,-5,-3,7,7,-5,-4,2
CCc1ccc(C2C3=C(CC(C)(C)CC3=O)Nc3c2c(=O)[nH]c2nc(C)nn32)cc1 (stereo unspecified),5,1,18,-2,1,7,1,5,-1,-5
CCOC(=O)N1CCN(S(=O)(=O)c2ccc(C)cc2)C1c1ccc(OC)cc1 (stereo unspecified),-7,-4,-1,-4,-9,-6,0,-5,-3,2
COCCCNC(=O)CN1C(=O)CSc2ncccc21,-2,1,0,-1,0,-4,-3,0,-4,3
Cc1ccc(S(=O)(=O)N2CCN(C(=O)CCOc3ccccc3C)CC2)cc1C,-9,0,5,2,-8,-1,-7,1,-7,2
CSc1ncccc1C(=O)OCC(=O)c1ccccc1Br,2,-10,4,-8,29,-9,-8,-5,-6,-3
CC(=O)OCC(=O)[C@@]1(O)CC[C@H]2[C@@H]3CCC4=CC(=O)CC[C@]4(C)[C@H]3[C@@H](O)C[C@@]21C,2&-1,2&3,2&-1,5&1,2&10,-7&2,-2&0,-6&-3,2&-1,-5&-2
CC/C(=N\N=C1\SC(C)C(=O)N1Cc1ccco1)c1ccccc1 (stereo unspecified),2,-11,0,2,-1,1,0,-5,2,-1
c1csc(-c2nnc(COc3ncnc4sccc34)o2)c1,7,8,-2,3,-3,-4,8,-4,6,-10
CC(=O)c1ccc(NC(=O)c2ccn[nH]2)cc1,-3,7,3,5,3,-2,5,-1,-3,-2
CCNC(=O)NC(=O)COC(=O)CCCc1nc2ccccc2s1,-1,9,-2,-4,4,2,-4,3,1,-1
CCC(C(=O)NC1CCCC1)n1c(C2CC2)nc2ccccc21 (stereo unspecified),-1,.,2,3,-1,-1,-3,-3,-1,3
Nc1cc(N)nc(SCC(=O)NNC(=O)c2ccc(Cl)cc2)n1,3,2,0,13,4,1,0,-4,2,3
Nc1nc(Nc2ccc(Cl)cc2)c(NC=O)c(=O)[nH]1,0,.,0,3,0,1,7,-2,6,1
Cc1cccc(C(=O)N2CCC(c3nc4ccccc4s3)CC2)c1,-8,-13,1,2,-4,-2,-7,-4,-1,5
O=C(c1ccc(CN2CCOCC2)cc1)N1CCC(Cc2ccccc2)CC1,-10,7,-1,3,4,1,2,-3,-2,1
C/C(=C/c1oc2ccc(O)cc2c1[N+](=O)[O-])N(C)C,13,4,-1,2,-13,21,-4,-3,-15,24*

# 3 of the entries above in order of the TCR CD3 inh value, falling:
Compound	TCR CD3 inh
Nc1nc(Nc2ccc(Cl)cc2)c(NC=O)c(=O)[nH]1	7
O=C(NCC1(O)CCCCC1)C1CCC(=O)N(Cc2ccccc2F)C1 (stereo unspecified)	6
CCc1ccc(C2C3=C(CC(C)(C)CC3=O)Nc3c2c(=O)[nH]c2nc(C)nn32)cc1 (stereo unspecified)	1

# The list goes on.
SMILES,rCAG binder,HTRA1 inhibitor,UHRF1 binding,SIAE inh,GC-A act,ABHD4 inh,TCR CD3 inh,MBD2 inh,GC-B act,PRMT1 FP inh
CC(Oc1ccc(Cl)cc1Cl)c1nc(-c2ccc(NC(=O)c3cccnc3)cc2)no1 (stereo unspecified),-1,-18,0,-29,-2,-13,6,1,2,-4
COc1ccc(NC(C)=O)cc1S(=O)(=O)Nc1ccccc1C(=O)N1CCCC1,-3,3,-1,-2,-2,-1,4,0,3,2
CCC(C)NC(=O)C1=CCN(S(=O)(=O)c2ccc(C)cc2)CC1 (stereo unspecified),-4,4,2,2,0,-2,2,4,5,-1
Cc1ccc(N(CC(=O)NCc2ccco2)C(=O)CCC(=O)Nc2nccs2)c(C)c1,-4,7,-3,-4,-5,13,3,-2,-3,2
O=C(O)c1ccc(-n2cccn2)nc1,0,2,0,2,2,2,5,-6,4,1
CN(CCCC1CCCC1)C(=O)c1cc(COc2c(F)cccc2F)on1,-7,-26,3,-5,-5,-1,0,0,1,0
CC(C)c1cccc(C(C)C)c1OCCCCN1CCCC1,-4,-6,1,0,-5,5,6,-4,0,-2
Cc1cccc(CN2CCN(CC(=O)O)C2=O)c1,3,8,10,-8,-3,0,10,6,2,1
O=C1C(=O)N(CCCN2CCOCC2)C(c2ccc(F)cc2)/C1=C(\O)c1ccc2c(c1)OCCO2 (stereo unspecified),10,4,-2,0,5,4,-2,-1,4,2
COCCCNC(=S)N1CCCN(c2nc3cc(C)c(C)cc3cc2C#N)CC1,-5,3,-3,-4,-9,-5,14,-2,-6,-1
COC(=O)c1scc(C)c1NC(=O)CSc1ccc(Cl)cc1,-5,4,-2,-5,-7,-6,-3,5,-3,-2
COc1ccc(C)cc1NC(=O)CSc1nnc(-c2ccccn2)n1Cc1ccco1,-4,-15,-2,-6,-7,2,-4,-2,-6,1
CCCCCNC(=O)c1cccnc1SCC(=O)Nc1ccccc1OC,-5,-9,-3,-6,0,-2,0,2,4,1

# Arranged by formula weight (low to high): some entries from above
SMILES,rCAG binder,HTRA1 inhibitor,UHRF1 binding,SIAE inh,GC-A act,ABHD4 inh,TCR CD3 inh,MBD2 inh,GC-B act,PRMT1 FP inh
O=C(O)c1ccc(-n2cccn2)nc1,0,2,0,2,2,2,5,-6,4,1
C/C(=C/c1oc2ccc(O)cc2c1[N+](=O)[O-])N(C)C,13,4,-1,2,-13,21,-4,-3,-15,24*
CC(C)c1cccc(C(C)C)c1OCCCCN1CCCC1,-4,-6,1,0,-5,5,6,-4,0,-2
CCC(C)NC(=O)C1=CCN(S(=O)(=O)c2ccc(C)cc2)CC1 (stereo unspecified),-4,4,2,2,0,-2,2,4,5,-1
COC(=O)c1scc(C)c1NC(=O)CSc1ccc(Cl)cc1,-5,4,-2,-5,-7,-6,-3,5,-3,-2
CN(CCCC1CCCC1)C(=O)c1cc(COc2c(F)cccc2F)on1,-7,-26,3,-5,-5,-1,0,0,1,0
O=C(c1ccc(CN2CCOCC2)cc1)N1CCC(Cc2ccccc2)CC1,-10,7,-1,3,4,1,2,-3,-2,1
CCCCCNC(=O)c1cccnc1SCC(=O)Nc1ccccc1OC,-5,-9,-3,-6,0,-2,0,2,4,1
COCCCNC(=S)N1CCCN(c2nc3cc(C)c(C)cc3cc2C#N)CC1,-5,3,-3,-4,-9,-5,14,-2,-6,-1
COc1ccc(NC(C)=O)cc1S(=O)(=O)Nc1ccccc1C(=O)N1CCCC1,-3,3,-1,-2,-2,-1,4,0,3,2
COc1ccc(C)cc1NC(=O)CSc1nnc(-c2ccccn2)n1Cc1ccco1,-4,-15,-2,-6,-7,2,-4,-2,-6,1
Cc1ccc(N(CC(=O)NCc2ccco2)C(=O)CCC(=O)Nc2nccs2)c(C)c1,-4,7,-3,-4,-5,13,3,-2,-3,2
CC(Oc1ccc(Cl)cc1Cl)c1nc(-c2ccc(NC(=O)c3cccnc3)cc2)no1 (stereo unspecified),-1,-18,0,-29,-2,-13,6,1,2,-4
O=C1C(=O)N(CCCN2CCOCC2)C(c2ccc(F)cc2)/C1=C(\O)c1ccc2c(c1)OCCO2 (stereo unspecified),10,4,-2,0,5,4,-2,-1,4,2
